Screening data from PubChem.
F508del corr = F508del CFTR correction, initial screen, CFBE line, single point | CFBE cells, YFP halide quenching; stimulated with forskolin plus potentiator P3; % fluorescence drop versus neutral controls | activity (quench increase), % at 7.58 µM | 350,000 compounds, 0.36% hits | AID 720511, 2013;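 active means mean added fluorescence quench of at least 8% versus neutral control, with both replicates also reaching 8%; inconclusive means only one of the mean or replicate conditions met; inactive means mean below 8% and not both replicates reaching 8%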;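 further: cells transiently co-express mutant CFTR-F508del with the halide-sensitive YFP; corrector assay measuring rescue of mutant channel to the surface after 24 h compound exposure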
E-selectin induc = E-selectin induction in HUVECs, primary screen, imaging, HUVEC, immunofluorescence imaging, single point. P16581. normalized: neutral wells 0, TNF-alpha wells 100. activation, % at 7.58 µM. 260,000 compounds, 0.37% hits;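 active means mean E-selectin-positive cell signal at least 10% of the positive control, reached in at least 60% of replicates, without over 20% cell loss; inconclusive means no rule given, readout overlaps actives, possibly toxicity-flagged; inactive means the rest, including those meeting only one limit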;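 further: in these data hits start at about 27%; measured in HUVEC primary endothelial cells; signal is the percent of cells scored E-selectin positive by PE staining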
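Test system: HUVEC; input: 3,000 HUVEC/well; measured by: immunofluorescence imaging; read-out: % PE-positive cells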
CASP6 VEID inh = human caspase-6 inhibitors, primary screen, biochemical, VEID-R110 fluorescence, single point, set 2 | P55212 | purified caspase-6, Z-VEID-R110 cleavage fluorescence | inhibition, % at 12.5 µM | 350,000 compounds, 0.53% hits;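 active means mean inhibition across replicates at least about 35%, with every replicate also reaching that limit, limit read from the data; inconclusive means only one of the two criteria met; inactive means neither criterion met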;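 further: 0% = median of neutral control wells and 100% = no fluorescence left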
Target sequence (P55212 24-179 limits assumed): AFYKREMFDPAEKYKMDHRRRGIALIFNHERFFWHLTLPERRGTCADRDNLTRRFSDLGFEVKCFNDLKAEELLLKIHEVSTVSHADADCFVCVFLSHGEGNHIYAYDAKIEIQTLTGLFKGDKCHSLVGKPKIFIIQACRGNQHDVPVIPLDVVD
Target sequence (P55212 194-293 limits assumed): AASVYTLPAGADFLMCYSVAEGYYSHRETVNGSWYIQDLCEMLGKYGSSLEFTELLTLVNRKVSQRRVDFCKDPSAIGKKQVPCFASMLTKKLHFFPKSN
RAD52 anneal inh = RAD52 DNA annealing inhibitors, primary screen, biochemical, FRET, single point, set 2; inhibition, % at 18.7 µM; AID 651710, 2012; recombinant RAD52 DNA annealing, FRET fluorescence; 360,000 compounds, 0.46% hits; DNA repair protein RAD52 homolog (Homo sapiens), P43351;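 active means every replicate showing at least 50% inhibition; inconclusive means mean inhibition at least 50% but not in every replicate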
DENV2 CPE = inhibitors of DENV2 cytopathic effect, primary screen, cell-based, plate reader, single concentration. DENV2-infected cells, cytopathic effect rescue. CPE inhibition, % at 9.99 µM. 350,000 compounds, 1.7% hits. AID 651640, 2012; in the data active means CPE inhibition above about 20%, passing the limit was not always enough; inconclusive means no clear call, values can overlap the other calls; tested in BHK-21 cells;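 further: 0% = median of neutral control wells and 100% = median of positive control wells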
GSIS activator = GLuc luminescence reporter in INS-1E cells, primary screen for activators of glucose-dependent secretion of insulin. INS-1E GLuc reporter insulin secretion, 2-3 h. activation, % at 16.6 µM. 370,000 compounds, 0.61% hits. AID 743287, 2014;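 active means lowest replicate activation of at least 40%, so every replicate reaches that level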;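 further: 0% = median of neutral control wells and 100% = median of IBMX positive control wells; some compounds called inactive have numbers as strong as hits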
RAD54 branch = inhibitors of human RAD54 branch migration, primary screen, biochemical, fluorescence, single point | DNA repair and recombination protein RAD54-like (Homo sapiens), Q92698 | 360,000 compounds, 0.14% hits | inhibition, % at 10.4 µM | RAD54 Holliday junction branch migration, FAM/BHQ fluorescence;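 active means mean normalized replicate activity at least 40 and at least half of replicates scoring 40 or more; inconclusive means only one of the two criteria met; inactive means mean below 40 and under half of replicates reaching 40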;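 further: 0% = median of neutral control wells and 100% = median of positive control wells; inhibitors cause a drop in the FAM fluorescence signal; in these data hits start at about 50%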
Target sequence (Q92698 whole entry, looked up): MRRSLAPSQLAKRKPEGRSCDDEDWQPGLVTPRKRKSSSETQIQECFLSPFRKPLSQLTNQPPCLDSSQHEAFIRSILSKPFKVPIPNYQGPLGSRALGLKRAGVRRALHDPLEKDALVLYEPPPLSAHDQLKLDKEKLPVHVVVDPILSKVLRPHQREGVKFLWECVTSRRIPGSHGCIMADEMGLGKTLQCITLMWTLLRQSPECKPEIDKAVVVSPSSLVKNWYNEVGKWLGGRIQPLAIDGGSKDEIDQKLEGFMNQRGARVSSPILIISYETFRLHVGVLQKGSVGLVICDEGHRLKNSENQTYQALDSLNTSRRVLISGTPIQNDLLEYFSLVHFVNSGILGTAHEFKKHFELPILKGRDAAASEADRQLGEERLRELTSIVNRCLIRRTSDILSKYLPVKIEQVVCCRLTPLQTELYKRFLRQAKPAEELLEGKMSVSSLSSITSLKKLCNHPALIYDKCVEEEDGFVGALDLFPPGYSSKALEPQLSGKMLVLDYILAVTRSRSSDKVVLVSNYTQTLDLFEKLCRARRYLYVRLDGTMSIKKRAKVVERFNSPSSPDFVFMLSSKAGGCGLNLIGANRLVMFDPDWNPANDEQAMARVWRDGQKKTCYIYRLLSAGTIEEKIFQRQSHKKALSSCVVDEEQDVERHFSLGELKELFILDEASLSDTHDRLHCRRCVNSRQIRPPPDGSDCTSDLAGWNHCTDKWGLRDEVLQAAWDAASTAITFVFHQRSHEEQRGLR
XiGFP reactiv = activators of inactive X chromosome reactivation, primary screen, imaging, XiGFP fibroblasts, GFP high-content imaging, set 2 | XiGFP mouse fibroblasts, % GFP-positive cells imaging, 3 d; cells co-treated with 5-aza-dC sensitizer; scaled so ellipticine positive control = 100% | 360,000 compounds, 0.055% hits | AID 743238, 2013 | activation, % at 7.58 µM;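 active means mean normalized replicate activation at least 10% and every replicate at or above 10%; inconclusive means only one of the two criteria met; inactive means mean below 10% and not all replicates reach 10%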;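 further: 0% = median of on-plate neutral control wells and 100% = ellipticine 6 µM median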
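Schedule: 3 d treatment, 15 min room-temperature fixation; system: 68-5-11 XiGFP fibroblast line; buffer or medium: DMEM plus 5-aza-dC sensitizer; control set: ellipticine 6 µM positive control; compound: one concentration, pinned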
* marks the source's active call; other numbers are inactive results; ? = inconclusive; · = not tested or not shown. Compounds were not picked by outcome; about 3.7% have a hit in one of these screens.

SMILES	F508del corr	E-selectin induc	CASP6 VEID inh	RAD52 anneal inh	DENV2 CPE	GSIS activator	RAD54 branch	XiGFP reactiv
Cc1ccccc1NC(=O)CN1C(=O)c2cccnc2Oc2ccc(Cl)cc21	-0.2	0.0	3	-44	-1	-3	-10	0.0
CCc1nc2c(OCc3ccc(C(F)(F)F)cc3)cccn2c1N(C)C(=O)C(C)C	1.7	-0.9	1	-2	1	32	-10	0.5
CCCC#Cc1ccc([C@@H]2[C@@H](CO)N3CCCCN(Cc4cccnc4)C[C@@H]23)cc1	1.9	-0.4	0	-5	15	5	-4	0.0
O=C([C@H]1[C@H](CO)[C@H]2Cn3c(ccc(-c4ccccc4F)c3=O)[C@@H]1N2C(=O)C1CCC1)N1CCCCC1	·	-1.6	1	12	9	7	-4	0.1
CCCN1CCC2(CC1)CN(Cc1ccccc1OC)[C@@H](CO)c1c2c2ccc(OC)cc2n1C	-0.3	-0.6	·	·	-10	-8	·	0.2
CCCCN(C)C(=O)C1CCCN(S(=O)(=O)c2ccc3c(c2)CC(C)N3C(=O)C2CC2)C1 (centres undefined)	-1.6	·	0	0	0	-4	6	0.0
O=C(c1ccc(Cl)cc1)C1CCN(C(=O)c2ccccc2)CC1	-2.5	·	2	-11	-1	-8	-10	0.0
COCCN1C(=O)N[C@@H](c2ccccc2)[C@@H](C(=O)OC)[C@H]1C	-0.7	-0.2	-1	-9	-1	5	0	0.1
C[C@@H]1CCCCO[C@@H](CN(C)S(=O)(=O)c2ccc(F)cc2)[C@@H](C)CN([C@H](C)CO)C(=O)c2cc(NC(=O)Nc3cccc4ccccc34)ccc2O1	0.2	-0.1	1	-16	-6	25	2	0.0
Cc1cc(N2CCN(C(=O)OC(C)(C)C)C[C@H]2C)ccc1N1CCN(Cc2ccccc2)[C@H](C)C1	-3.5	0.1	3	9	-7	·	·	0.5
CCn1c(Nc2ccccc2Cl)nc2ccccc21	1.5	·	0	-15	5	38	·	0.3
CCOc1ccc(N(CC(=O)NCCc2ccccc2)C(=O)CCC(=O)Nc2nccs2)cc1	4.2	0.4	·	-12	8	18	-2	0.1
O=C(c1cccnc1)N1CC[C@H]2[C@H](CO)Nc3ccc(-c4ccc(F)cc4)cc3[C@H]21	2.7	-0.5	2	-16	2	1	-7	0.1
C[C@H](CO)N1C[C@H](C)[C@@H](CN(C)Cc2ccc3cccnc3c2)OCc2cn(nn2)CCCC1=O	2.9	-0.1	·	·	·	5	·	-0.2
CC(C)(O)C#Cc1ccc(CN2CCN(Cc3ccccc3)C(CCO)C2)s1 (centres undefined)	-1.9	·	-1	-18	2	-3	·	0.0
C[C@@H]1CN([C@@H](C)CO)C(=O)c2cc(NS(=O)(=O)c3ccc(F)cc3)ccc2O[C@@H](C)CCCCO[C@H]1CN(C)Cc1ccc(C(=O)O)cc1	2.4	0.3	0	3	13	15	-5	-1.2
O=C(N/N=C/c1ccc(-c2cccc([N+](=O)[O-])c2)o1)c1ccc([N+](=O)[O-])cc1	-1.4	0.4	-5	-16	-4	2	·	0.0
CCOC(=O)N1CCC2CC1c1cc(Cl)ccc12 (centres undefined)	-4.5	-0.1	-3	-3	?	5	-6	·
C=C1CCN([C@@H](C)C(=O)NCCCCCC)S(=O)(=O)c2ccccc21	1.0	0.8	-3	-2	1	-10	-2	0.0
Cc1ccc(NC(=O)Nc2c(C)n(C)n(-c3ccccc3)c2=O)cc1	-0.6	0.8	1	-7	3	13	3	0.0
O=C(O)c1cc(-c2ccccc2Cl)n(-c2ccccc2)n1	0.1	·	-1	-16	-4	-45	3	0.2
COc1ccc(C(=O)N2C[C@@H]3[C@H](c4ccccc42)[C@H](CO)N3C(=O)c2cccc(F)c2)cc1	0.1	-0.1	0	-12	-8	6	2	0.0
O=C(NC(Cc1ccccc1)C(=O)O)c1ccc(S(=O)(=O)N2CCCCC2)cc1 (centres undefined)	·	·	2	5	·	8	9	·
O=C(Cc1ccccc1[N+](=O)[O-])OCC(=O)c1ccccc1Br	0.5	-0.6	2	-21	-5	11	0	0.1

Additional results:
Letter code: A = F508del corr; B = E-selectin induc; C = CASP6 VEID inh; D = RAD52 anneal inh; E = DENV2 CPE; F = GSIS activator; G = RAD54 branch; H = XiGFP reactiv
SMILES: CCC(=O)Nc1ccc2c(c1)OC[C@@H](C)N(C(=O)c1cccnc1)C[C@H](C)[C@@H](OC)CN(C)C2=O
  A: -0.5; B: -0.1; C: 0; D: -13; E: -1; F: 10; G: -6; H: 0.0
SMILES: C[C@@H]1CN([C@@H](C)CO)C(=O)c2cc(NS(=O)(=O)c3cn(C)cn3)ccc2O[C@@H]1CN(C)Cc1ccc2c(c1)OCO2
  A: -2.7; B: ·; C: 2; D: 6; E: -5; F: 6; G: 5; H: 0.2
SMILES: O=C(O)CCNS(=O)(=O)c1ccccc1C(F)(F)F
  A: -4.9; B: ·; C: 1; D: 1; E: 1; F: 12; G: ·; H: -0.1
SMILES: C[C@@H]1CN([C@@H](C)CO)C(=O)c2cc(C#CCc3ccccc3)cnc2O[C@@H]1CN(C)Cc1cccc(C(=O)O)c1
  A: -0.6; B: 0.4; C: -3; D: -3; E: 1; F: 3; G: -4; H: 0.6
SMILES: COc1ccc(-c2ccc([C@@H]3[C@H]4CN(C(=O)c5ccc(F)cc5)CCCCN4[C@H]3CO)cc2)cc1
  A: 0.5; B: -0.6; C: -1; D: -16; E: -8; F: -5; G: -4; H: 0.0
SMILES: O=C(c1ccc2c(c1)OCO2)N1CCC(Cc2ccccc2)CC1
  A: -1.2; B: ·; C: -3; D: -9; E: 25*; F: -20; G: ·; H: -0.1
SMILES: CCOC(=O)c1c(NC(=O)c2ccc(S(=O)(=O)N(C)CC3CCCO3)cc2)sc2c1CCN(C)C2 (centres undefined)
  A: 1.0; B: 0.1; C: -3; D: 50; E: 1; F: -2; G: 43; H: 0.0
SMILES: O=C(C1CCCCC1)N1[C@H](CO)[C@H]2c3ccccc3NC[C@H]21
  A: -1.2; B: 0.1; C: 0; D: -6; E: -1; F: 12; G: 1; H: -0.1
SMILES: CC(C)C(=O)Nc1cccc(-c2csc(-c3ccccc3)n2)c1
  A: ·; B: -0.1; C: 0; D: -15; E: -4; F: -18; G: 0; H: 0.1
SMILES: O=C(NCc1ccccc1)c1onc(CS(=O)(=O)c2ccc(Cl)cc2)c1C(=O)NCc1ccccc1
  A: 1.2; B: -0.1; C: 2; D: -14; E: -9; F: -7; G: -9; H: -0.1

Looked up above:
Under CASP6 VEID inh, CC(C)C(=O)Nc1cccc(-c2csc(-c3ccccc3)n2)c1 has the entry 0
Under RAD52 anneal inh, O=C(C1CCCCC1)N1[C@H](CO)[C@H]2c3ccccc3NC[C@H]21 has the entry -6

More entries follow:
Letter code: A = F508del corr; B = E-selectin induc; C = CASP6 VEID inh; D = RAD52 anneal inh; E = DENV2 CPE; F = GSIS activator; G = RAD54 branch; H = XiGFP reactiv
SMILES: O=C(Nc1cc(S(=O)(=O)N2CCOCC2)ccc1N1CCCC1)c1ccc(F)cc1
  A: -1.3; B: ·; C: 2; D: -14; E: 4; F: -3; G: -3; H: -0.1
SMILES: C[C@H](CO)N1C[C@H](C)[C@@H](CN(C)C)Oc2c(NC(=O)Nc3ccc(C(F)(F)F)cc3)cccc2C1=O
  A: -1.6; B: ·; C: 0; D: 6; E: -1; F: 11; G: -19; H: -1.4
SMILES: CC1CCN(C(=O)CCNS(=O)(=O)c2ccc(Cl)cc2)CC1
  A: -0.6; B: ·; C: -1; D: -14; E: 4; F: -2; G: 12; H: 0.3
SMILES: CN(C)c1ncnc2c1ncn2[C@H]1CN(Cc2ccccc2)C[C@@H](CO)O1
  A: 5.6; B: ·; C: 5; D: -166; E: 7; F: 32; G: 5; H: 0.1
SMILES: O=C(/C=C/[C@H]1O[C@@H](n2ccc(=O)[nH]c2=O)[C@H](O)[C@@H]1O)NCCCc1ccccc1
  A: -4.2; B: -0.2; C: -2; D: -9; E: 1; F: -5; G: -8; H: 0.1
SMILES: O=C(Nc1ccc(Cl)c(C(F)(F)F)c1)[C@@H]1CC=C[C@@H]2CCN(Cc3ccc(Cl)c(Cl)c3)C(=O)[C@@H]21
  A: 4.0; B: 0.0; C: 2; D: -3; E: -4; F: -5; G: 11; H: 0.2
SMILES: Nc1nc(SCC(=O)NC2CCCC2)[nH]c(=O)c1NC(=O)c1cccs1
  A: -2.0; B: -0.4; C: 1; D: 1; E: 1; F: 24; G: -16; H: -0.2
SMILES: O=C(CNC(=O)c1cccc(Br)c1)N/N=C/c1cn[nH]c1-c1ccccc1
  A: 0.5; B: ·; C: 1; D: -15; E: -2; F: -20; G: ·; H: 0.0
SMILES: C[C@@H]1CN([C@@H](C)CO)C(=O)c2cc(-c3ccccc3)cnc2O[C@H]1CN(C)C(=O)C1CCCCC1
  A: -0.7; B: 0.2; C: 0; D: 4; E: 51*; F: -26; G: -2; H: -0.7
SMILES: C[C@@H](NC(=O)C[C@@H]1CC[C@@H](NC(=O)C2CCOCC2)[C@H](CO)O1)c1ccccc1
  A: 1.3; B: 0.7; C: 0; D: -10; E: 19; F: -11; G: -11; H: 0.4

Profiles, looked up by structure:
O=C(Nc1cc(S(=O)(=O)N2CCOCC2)ccc1N1CCCC1)c1ccc(F)cc1 reads F508del corr: -1.3; E-selectin induc: ·; CASP6 VEID inh: 2; RAD52 anneal inh: -14; DENV2 CPE: 4; GSIS activator: -3; RAD54 branch: -3; XiGFP reactiv: -0.1
Nc1nc(SCC(=O)NC2CCCC2)[nH]c(=O)c1NC(=O)c1cccs1 reads F508del corr: -2.0; E-selectin induc: -0.4; CASP6 VEID inh: 1; RAD52 anneal inh: 1; DENV2 CPE: 1; GSIS activator: 24; RAD54 branch: -16; XiGFP reactiv: -0.2
